# Screening results as filed in PubChem BioAssay.
# MrgX1 PAM: allosterically activates human MrgX1 receptor signaling; MrgX1-HEK293, Fluo-4 calcium flux, FDSS; hits give high values; 0.63% of 310,000 active; AID 588675; B-score at 10 µM;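 active means plate-corrected calcium response at least 3 library SD above typical, normal starting fluorescence, not activating the receptor alone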;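 further: compound read alongside a low EC10 to EC30 dose of BAM8-22 agonist; peak minus trough fluorescence over baseline measured at the second addition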
# HIF act: HIF pathway transcriptional activation; U2OS HRE-luciferase reporter, luminescence; normalized: DMSO 0%, desferrioxamine 100%; activation, % at 7.5 µM (by protocol); 0.32% of 300,000 active; AID 1910;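 active means mean activation of at least 10% of the iron chelator positive control signal, with at least half of replicates also reaching 10%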
# TRPC6 activator: activators of mouse TRPC6 channel; HEK293-TRPC6 membrane potential dye fluorescence; hits give high values; B-score at 10 µM; AID 2550; 0.13% of 310,000 active;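 active means B-score of the integrated fluorescence ratio above library mean plus 3 SD, and starting fluorescence ratio within library mean plus 5 SD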;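 further: higher score means more depolarization so channel activation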
# TRPC4 act: TRPC4 (mouse) channel activation; Q9QUQ5; HEK293 TRPC4beta/mu-opioid, Fluo4 calcium fluorescence; hits give high values; B-score at 10 µM; 0.49% of 310,000 active; AID 2237;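 active means B-score above 5 SD of library B-scores, and initial fluorescence ratio not above library mean plus 5 SD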;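 further: positive B-score marks a calcium rise read as TRPC4 activation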
# Target sequence (Q9QUQ5 whole entry, looked up): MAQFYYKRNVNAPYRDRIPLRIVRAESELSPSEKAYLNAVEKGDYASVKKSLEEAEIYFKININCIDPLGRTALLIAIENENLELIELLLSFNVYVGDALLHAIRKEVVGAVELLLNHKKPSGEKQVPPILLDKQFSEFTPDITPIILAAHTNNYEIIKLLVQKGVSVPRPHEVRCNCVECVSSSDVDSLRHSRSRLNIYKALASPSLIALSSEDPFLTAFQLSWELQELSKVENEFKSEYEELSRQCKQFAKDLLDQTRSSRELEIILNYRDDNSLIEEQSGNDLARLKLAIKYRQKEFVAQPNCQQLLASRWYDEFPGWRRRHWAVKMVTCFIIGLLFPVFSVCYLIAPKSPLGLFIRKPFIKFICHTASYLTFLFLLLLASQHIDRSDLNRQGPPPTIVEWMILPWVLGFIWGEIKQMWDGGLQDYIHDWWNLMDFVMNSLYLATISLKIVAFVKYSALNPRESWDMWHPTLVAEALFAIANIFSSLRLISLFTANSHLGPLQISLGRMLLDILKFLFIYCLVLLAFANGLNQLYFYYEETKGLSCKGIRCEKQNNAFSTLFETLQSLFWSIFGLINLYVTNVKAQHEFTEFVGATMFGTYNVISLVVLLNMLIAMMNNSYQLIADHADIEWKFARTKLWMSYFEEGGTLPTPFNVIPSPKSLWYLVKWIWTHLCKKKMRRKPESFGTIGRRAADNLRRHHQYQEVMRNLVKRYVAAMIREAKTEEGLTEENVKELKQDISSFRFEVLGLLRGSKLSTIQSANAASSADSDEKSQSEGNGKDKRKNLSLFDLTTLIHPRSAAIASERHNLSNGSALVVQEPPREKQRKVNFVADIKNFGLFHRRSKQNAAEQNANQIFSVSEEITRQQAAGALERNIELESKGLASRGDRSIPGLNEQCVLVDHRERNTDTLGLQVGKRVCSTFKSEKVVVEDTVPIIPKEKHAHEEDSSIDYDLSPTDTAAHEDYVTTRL
#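 Technique: kinetic Fluo4 calcium fluorescence; Test system: TRPC4beta and mu-opioid receptor HEK293 stable cells; Measure: B-scored integrated calcium fluorescence ratio; Benchmarks: low control buffer alone, high control maximal DAMGO; Schedule: 45 min room-temperature Fluo4 loading, 110 s read.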
# PolyA inh: yeast polyadenylation inhibition. calls only at 12 µM. S. cerevisiae SKY197-pL101 polyadenylation reporter, beta-gal luminescence; efflux-impaired pdr1/pdr3 knockout yeast; score 100 = 6 SD above DMSO. 0.02% of 300,000 active;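 active means lowest replicate activity score at least 50, where 100 means six control SD above control mean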;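 further: yeast exposed to compound for 9 h at 30 °C; higher score means more reporter readthrough which indicates perturbed polyadenylation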
# TRPC4 potent: TRPC4 (mouse) allosteric potentiation; Q9QUQ5; 0.42% of 310,000 active; B-score at 10 µM; HEK293 TRPC4beta/mu-opioid, DAMGO EC20, Fluo-4 Ca2+ flux; hits give high values;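 active means B-score of calcium response area above 5 SD of library B-scores, with initial fluorescence ratio within 5 SD of library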;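 further: B-score of integrated fluorescence ratio over time as area under calcium response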
# AI-2 QS mod: modulates the Vibrio harveyi AI-2 quorum sensing system | Vibrio harveyi JMH597 AI-2 luminescence/OD600 ratio, 9 h; hits give low values; strain lacks LuxN and CqsS sensors; 0 = neutral-control median | activity change, % at 7.5 µM | 0.4% of 300,000 active | AID 2094; in the data active means activity change below about -75%, passing the limit was not always enough;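 further: luminescence divided by OD600 gain over 9 h not by final OD600 alone; inactives centre near 13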
# MrgX1 antagonist: antagonists of human MrgX1 receptor; MRGX1-HEK293 calcium flux, Fluo-4, BAM8-22 antagonism; hits give low values; B-score at 10 µM; 1.3% of 310,000 active; AID 588676;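 active means calcium-response B-score plate-corrected more than 3 library SD below zero, starting fluorescence within 5 deviations, no agonist response on first addition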;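 further: peak minus trough fluorescence over baseline after final BAM8-22 challenge near maximal dose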
# MrgX1 ag: activates human MrgX1 receptor signaling; Q96LB2; MrgX1-HEK293 cells, Fluo-4 calcium fluorescence, agonist mode; hits give high values; B-score at 10 µM; 0.44% of 310,000 active; AID 588627;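 active means calcium response B-score plate-corrected fluorescence ratio at least 3 library SD, with starting fluorescence B-score inside 5 SD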
#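 Test system: Stable human MrgX1 HEK293 cell line | Schedule: Overnight plating before 1 h dye loading | Read-out basis: Baseline-normalised fluorescence change ratio, B-scored | Detection: Kinetic calcium dye fluorescence, Fluo-4 NW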
# TRPC4 inh: blocks the mouse TRPC4 cation channel; HEK293 TRPC4beta/mu-opioid, DAMGO-evoked Fluo4 calcium flux; hits give low values; Q9QUQ5; B-score at 10 µM; AID 2247; 0.39% of 300,000 active;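 active means B-score over 3 SD under the library average, no early fluorescence shift, positive overall ratio signal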
#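 Material: HEK293 cells with stable TRPC4beta plus mu-opioid receptor expression; probe or stimulus: DAMGO in two steps, submaximal then maximal; technique: Fluo4 calcium fluorescence by kinetic imaging, 5 s 1 Hz baseline; measure: integrated fluorescence ratio relative to baseline, converted to per-well B score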
# TRPC6 inh: inhibitors of mouse TRPC6 channel; Q61143; HEK293-TRPC6, membrane potential dye, ACh-evoked depolarization; hits give low values; B-score at 10 µM; 1.1% of 310,000 active; AID 2553;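 active means B-score under library mean minus 3 SD, initial fluorescence not abnormally high, positive integrated signal ratio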;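 further: B-score derived from integrated fluorescence ratio over the kinetic read; more negative B-score means stronger inhibition of depolarization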
# * = called active by the depositor; i = inactive; . = no result given. An excerpt (hit frequency here may not be typical).
SMILES,MrgX1 PAM,HIF act,TRPC6 activator,TRPC4 act,PolyA inh,TRPC4 potent,AI-2 QS mod,MrgX1 antagonist,MrgX1 ag,TRPC4 inh,TRPC6 inh
CN(C)CCCN(C(=O)c1ccc(C(=O)c2ccccc2)cc1)c1nc2cc3c(cc2s1)OCO3,i,0.0,i,i,i,i,3.5,i,i,i,i
CCOc1ccc(OCC)c(NC(=O)C2CCN(S(=O)(=O)c3ccc4c(c3)CC(C)N4C(C)=O)CC2)c1 (stereo unspecified),i,0.2,i,i,i,i,15.5,i,i,i,i
CCOC(=O)c1ccc(-c2c(-c3ccc4c(c3)OCO4)noc2C)cc1F,i,-0.2,i,i,i,i,9.8,i,i,.,i
COc1ccc(C(=O)NCCS(=O)(=O)NCc2ccc(F)cc2)cc1,i,-0.1,i,i,i,i,22.2,i,i,i,i
CN(C)c1cccc(C(=O)N2CCCC(CCC(=O)N3CCN(c4ccccn4)CC3)C2)c1 (stereo unspecified),i,-0.8,i,i,i,i,32.2,i,i,i,i
Oc1ccc(N2CCN(c3nc(-c4cccs4)nc4ccccc34)CC2)cc1,i,-0.1,i,i,i,i,26.1,i,i,i,i
O=C(Nc1nc(-c2ccc(Cl)cc2)cs1)C1=COCCO1,i,2.5,i,i,i,i,9.2,i,i,i,i
CN(C)CCCN1C(=O)CSC1c1ccc([N+](=O)[O-])cc1 (stereo unspecified),i,0.2,i,i,i,i,20.6,i,i,i,i
CCn1nc(C)c(NC(=O)/C=C/c2ccc(OC)c(COc3ccc(Br)cc3)c2)c1C,i,-4.8,i,i,i,i,-4.2,i,i,i,i
Cn1cccc1-c1cc(C(=O)O)[nH]n1,i,-0.4,i,i,i,i,11.3,i,i,i,i
CN1c2ccccc2C(C)(C)C12C=Nc1c(cc(N3CCOCC3)c3ccccc13)O2 (stereo unspecified),.,-0.3,i,i,.,i,10.4,.,.,i,i
c1ccc(CN2CCN(C(c3ccccc3)c3nnnn3Cc3ccccc3)CC2)cc1 (stereo unspecified),i,0.6,i,i,i,i,-10.8,i,i,i,i
C=CCSc1nc2sc(-c3ccccc3)cc2c(=O)n1N,i,0.0,i,i,i,i,8.7,i,i,i,i
CC(C)N1CC(COc2ccc(Br)cc2)OC1=O (stereo unspecified),i,-1.3,i,i,i,i,17.8,i,i,i,i
COc1ccc(N2CCN(C(=O)COC(=O)COc3ccc(C#N)cc3)CC2)cc1,i,0.3,i,i,i,i,3.6,i,i,i,i
COc1ccc(N2C(=O)CC2(C#N)c2ccc(OCc3ccccc3)cc2)cc1 (stereo unspecified),i,-0.3,i,i,i,i,10.6,i,i,i,i
C#CCCOC(=O)N1C2=NC(C(=O)OC)=C(C(=O)OC)[C@@H]3Nc4ccccc4[C@]23C[C@H]1C(=O)OC,i,-0.9,i,i,i,i,11.5,i,i,i,i
O=C(O)c1oc2ccccc2c1CSc1ccc(Cl)cc1,i,-0.4,i,i,i,i,15.9,i,i,i,i
COc1ccc(-c2[nH]ncc2CN2CCC(c3ccncc3)CC2)cc1F,i,-1.0,i,i,i,i,-1.2,i,i,i,i
CCOC(=O)CCC(=O)Nc1ccc(S(=O)(=O)N2CCCCC2)cc1,i,-0.3,i,i,i,i,10.9,i,i,i,i
Cn1c(NNC(=O)c2ccccc2F)cc(=O)n(C)c1=O,i,-0.3,i,i,i,i,21.5,i,i,i,i
COc1ccc(N2C(=O)C(CC(=O)Nc3ccccc3)N(Cc3ccc4c(c3)OCO4)C2=O)cc1 (stereo unspecified),i,-0.1,i,i,i,i,13.0,i,i,i,i
O=C(c1cccc(NS(=O)(=O)c2cccc(F)c2)c1)N1CCN(c2ccccc2)CC1,i,-0.4,i,i,i,i,31.6,i,i,i,i
CC(=O)c1cccc(S(=O)(=O)N2CCC(C(=O)O)CC2)c1,i,-0.8,i,i,i,i,8.8,i,i,i,i
CC(=O)Nc1ccc(CCc2nc3ccccc3[nH]2)cc1,i,0.5,i,i,i,i,10.3,i,i,i,i
# Following part.
SMILES,MrgX1 PAM,HIF act,TRPC6 activator,TRPC4 act,PolyA inh,TRPC4 potent,AI-2 QS mod,MrgX1 antagonist,MrgX1 ag,TRPC4 inh,TRPC6 inh
Cc1ccc(NC(=O)c2c(-c3c(F)cccc3Cl)noc2C)cc1F,i,-0.6,i,i,i,i,30.2,i,i,i,i
O=C(CSc1n[nH]c(-c2ccccc2)n1)NC1CCCCC1,i,-0.3,i,i,i,i,33.1,i,i,i,i
O=C(c1ccc(Cl)c(Cl)c1)N1CCN(c2ccccn2)CC1,i,-2.4,i,i,i,i,6.5,i,i,i,i
COc1ccc(S(=O)(=O)N2CCCC(C(=O)NC3CC3)C2)cc1Cl (stereo unspecified),i,-0.1,i,i,i,i,-4.3,i,i,i,i
Cc1cc(N2CCN(c3cccc(C(F)(F)F)c3)CC2)n2ncnc2n1,i,-0.2,i,i,i,i,-1.0,i,i,i,i
C=CCc1cccc2cc(C(=O)N3CCN(C(=O)c4ccccc4)CC3)c(=O)oc12,i,-0.1,i,i,i,i,4.3,i,i,i,i
CCOC(=O)c1cnc(SC)nc1Sc1ccccc1,i,-0.4,i,i,i,i,-1.6,i,i,i,i
Cc1ccc(-c2noc(CCC(=O)N3CCCC3)n2)cc1,i,.,i,i,.,i,30.7,i,i,i,i
C=C(C)COc1ccc(-c2[nH]ncc2Oc2ccccc2OC)c(O)c1,i,0.1,i,i,i,i,33.0,i,i,i,i
CC(C)NS(=O)(=O)c1ccc(OCC(=O)NCc2ccccc2)cc1,i,-0.1,i,i,i,i,32.7,i,i,i,i
CCOC(=O)N/N=C(/C)c1cccc(-n2cnnn2)c1,i,-0.1,i,i,i,i,20.6,i,i,i,i
O=C(c1ccccc1)N1CCN(Cc2cccc(Oc3ccccc3)c2)CC1,i,-0.2,17.2*,i,i,i,-4.7,i,i,i,-10.9*
CC(=O)Nc1ccc(C(=O)N(C)C(C(=O)Nc2ccccc2)c2ccccn2)cc1 (stereo unspecified),i,0.6,i,i,i,i,-3.1,i,i,i,i
Cc1nn(Cc2ccccc2)c2c1C(c1cccc(Cl)c1)C(C#N)=C(N)O2 (stereo unspecified),i,0.1,i,i,i,i,11.9,i,35.2*,i,i
CCc1nnc(NC(=O)CSc2nnc3c4ccccc4n(C)c3n2)s1,i,0.0,i,i,i,i,-5.1,i,i,i,i
CCOc1cc(CNCC(C)C)c(Cl)cc1OCC(=O)Nc1ccccc1,i,0.0,i,i,i,i,35.1,i,i,i,i
Cc1ccc(S(=O)(=O)/N=S(\C)CC2CC2(Cl)Cl)cc1 (stereo unspecified),i,0.1,i,i,i,i,26.6,i,i,i,i
Cc1ccc(NC(=O)CS(=O)CC(=O)Nc2ccccc2-c2ccc(C)o2)cc1 (stereo unspecified),i,0.3,i,i,i,i,13.8,i,i,i,i
COc1ccc2[nH]c(=O)c(CN(Cc3cccnc3)S(=O)(=O)c3ccccc3F)cc2c1,i,-0.3,i,i,i,i,-5.1,i,i,i,i
CC(=O)NC1(C(=O)O)CCCC1,i,0.0,i,i,i,i,3.9,i,i,i,i
Cc1ccc(NC(=O)N2CCCC2C(=O)Nc2nnc(C(C)C)s2)cc1 (stereo unspecified),i,0.2,i,i,i,i,29.2,i,i,i,i
O=C(Cc1cccs1)NCCc1ccc(Cl)cc1,i,0.1,i,i,i,i,20.9,i,i,i,i
O=C(NCCCn1ccnc1)c1ccc(Cl)c(Cl)c1,i,-1.2,i,i,i,i,14.2,i,i,i,i
FC(F)(F)c1ccc(CN2CCCCCC2)cc1,i,-0.2,i,i,i,i,9.9,i,i,i,i
CCOC(=O)C1=C(C(F)(F)F)Nc2ncnn2C1c1ccc(OC)cc1OC (stereo unspecified),i,-0.3,i,i,i,i,23.5,i,i,i,i

# Next section (3 carried over from the part before).
SMILES,MrgX1 PAM,HIF act,TRPC6 activator,TRPC4 act,PolyA inh,TRPC4 potent,AI-2 QS mod,MrgX1 antagonist,MrgX1 ag,TRPC4 inh,TRPC6 inh
O=C(NCCCn1ccnc1)c1ccc(Cl)c(Cl)c1,i,-1.2,i,i,i,i,14.2,i,i,i,i
FC(F)(F)c1ccc(CN2CCCCCC2)cc1,i,-0.2,i,i,i,i,9.9,i,i,i,i
CCOC(=O)C1=C(C(F)(F)F)Nc2ncnn2C1c1ccc(OC)cc1OC (stereo unspecified),i,-0.3,i,i,i,i,23.5,i,i,i,i
O=C(NC(=S)NCCO)c1sc2ccccc2c1Cl,i,1.9,i,i,i,i,28.0,i,i,i,i
Cc1ccc(N2C(=O)C3CC(c4ccccc4)=C4C5C=CC(C6C(=O)N(c7ccc(C)cc7)C(=O)C56)C4C3C2=O)cc1 (stereo unspecified),i,0.0,i,i,i,i,14.9,i,i,i,i
COc1cccc(NC(=O)[C@H](NC(=O)[C@@H]2Cc3ccccc3CN2)c2ccccc2)c1,i,0.9,i,i,i,i,19.1,i,i,i,i
CCc1nnc(NC(=O)c2cc(-c3cccnc3)nc3ccccc23)s1,i,0.0,i,i,i,i,29.2,i,i,i,i
Cc1ccccc1N1CCN(CCC(=O)Nc2ccc(F)cc2)CC1,i,1.1,i,i,i,i,11.1,i,i,i,i
Cc1ccccc1N1CCN(C(=O)c2ccccc2NC(=O)c2ccccc2C(=O)O)CC1,i,-0.1,i,i,i,i,19.6,i,i,i,i
Cc1nn(CC(=O)Nc2ccccn2)c(=O)c2ccccc12,i,-1.5,i,i,i,i,-53.1,i,i,i,i
O=C(NCc1cccnc1)c1cccn1-c1ncc(C(F)(F)F)cc1Cl,i,0.4,i,i,i,i,21.3,i,i,i,i
CC(=O)c1ccc(NC(=S)N2CCCC(CO)C2)cc1 (stereo unspecified),i,1.1,i,i,i,i,7.3,i,i,i,i
COc1cc(/C=N/Nc2ncnc3sc4c(c23)CCC4)ccc1O,.,1.6,i,i,i,i,5.3,.,.,i,i
Cc1ccc(NS(=O)(=O)c2ccc(-c3ccc(=O)[nH]n3)o2)cc1Cl,i,-0.4,i,i,i,i,13.9,i,i,i,i
O=[N+]([O-])c1ccc(OCCO)c(P(=O)(c2ccccc2)c2ccccc2)c1,i,0.4,i,i,i,i,7.4,i,i,i,i
